# PMI inhibitors: inhibitors of human PMI, primary screen, biochemical, fluorescence intensity, coupled assay (AID 1209) | purified PMI enzyme, coupled fluorescence intensity; higher % means a stronger effect | one-dose inhibition, % at 20 µM; IC50 in µM for titrated hits | 190,000 tested, 0.42% active;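 note: plate controls were DMSO vehicle for no effect and wells lacking substrate for full effect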
# ER stress rescue: rescue of cells from ER stress-induced death, primary screen, 384-well, CSM14.1, thapsigargin, ATP luminescence (AID 1222); cellular ATP content (survival), % at 20 µM; hits with a dose series show EC50 in µM; CSM14.1 thapsigargin-induced death rescue, ATP luminescence; higher % means a stronger effect; 190,000 tested, under 10 active;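 active = EC50 below 50 µM in the dose-response confirmation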;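 note: death triggered by thapsigargin at about 15 µM added after 2 h compound pretreatment; cell ATP read after overnight thapsigargin exposure of roughly 18 to 22 hours; normalized against plate controls of thapsigargin alone and 5% DMSO vehicle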
# West Nile virus CPE: inhibition of WNV-induced cytopathic effect – cell-based, CPE readout (AID 1621); West Nile virus-infected cells, CPE inhibition; higher % means a stronger effect; one-dose CPE inhibition, % at 10 µM; IC50 in µM for titrated hits; 290,000 tested, 0.02% active; in the data active = a potency from the dose series; inconclusive = CPE inhibition mostly from about 3.7% at the one dose, without a potency; inactive = the rest, 99 in 100 with CPE inhibition below about 2.2%; note: strong numbers were not always called active
# human PMI inhibitors: MPI inhibition at elevated mannose 6-phosphate – biochemical, fluorescence intensity, high mannose 6-phosphate, primary screen (AID 1220). recombinant PMI enzyme, coupled fluorescence intensity; higher % means a stronger effect. inhibition, % at 20 µM; hits with a dose series show IC50 in µM. 190,000 tested, 0.66% active
# Large T inhibition: TAg ATPase/helicase activity blockers – biochemical (AID 1903). SV40 large T antigen ATPase/helicase inhibition assay; higher % means a stronger effect. one-dose inhibition, % at 20 µM; IC50 in µM for titrated hits. 310,000 tested, 0.39% active; in the data active = a potency from the dose series; inconclusive = inhibition mostly from about 32% at the one dose, without a potency; inactive = the rest, 99 in 100 with inhibition below about 32%; note: strong numbers were not always called active
# Insulin prom up: MIN6 insulin promoter up-regulation. MIN6 insulin promoter-GFP reporter, high-content imaging; active compounds read high. z-score at 5 µM. 190,000 tested, 0.3% active;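 active = z-score above 3 at 5 µM with at least 500 cells counted in the well; inconclusive = wells under 500 cells, flagged as cytotoxic or low count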
# TNAP activators: human TNAP enzyme activators, primary screen, biochemical, luminescent, no phosphate acceptor, uHTS (AID 1001). purified TNAP, luminescent activation assay, no phosphate acceptor; higher activation fold means a stronger effect. activation fold at 20 µM; hits with a dose series show EC50 in µM. 200,000 tested, 0.03% active; in the data active = activation fold from about 3, or a potency from the dose series; inactive = the rest, 99 in 100 with activation fold below about 1.6; note: many of its hits are not listed in these tables
# PhoP inhibition: PhoP-dependent GFP reporter repression – Salmonella Typhimurium, primary screen (AID 1863) | inhibition, % at 50 µM, or IC50 in µM where a hit was titrated | S. Typhimurium PhoP-regulated promoter GFP reporter, 4 h; higher % means a stronger effect | 300,000 tested, 0.16% active;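 active = inhibition over 29.93%, a cutoff 3 SD above the screen mean, later confirmed by dose response; inconclusive = inhibition over 29.93% but no dose response follow-up; inactive = inhibition at most 29.93% or unconfirmed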;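 note: 0% = low Mg2+ inducing control and 100% = high Mg2+ repressing control; strong numbers were not always called active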
# RSV CPE inhibition: RSV antiviral activity via CPE protection, HEp-2 cells, primary 10 µM value included (AID 2391); CPE inhibition, % at 10 µM, or IC50 in µM where a hit was titrated; 310,000 tested, 0.13% active; HEp-2 cells, RSV-induced CPE inhibition; higher % means a stronger effect; in the data active = a potency from the dose series; inconclusive = CPE inhibition mostly from about 23% at the one dose, without a potency; inactive = the rest, 99 in 100 with CPE inhibition below about 21%; note: strong numbers were not always called active
# Insulin prom up cell count: further read-out of Insulin prom up, marked with its call; cell count; measured here: cytotoxicity, nuclei count;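 total cells summed across four imaged fields per well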
# * marks the source's active call; other numbers are inactive results; ? = inconclusive; nt = no result given; & = joins results of further samples. Cut-off read from the data, not from the text of the source, unless noted: active = inhibition above about 50%; inactive = the rest. Rows are unselected; any-hit rate near 1.5%.
canonical_smiles	TNAP activators	PhoP inhibition	ER stress rescue	RSV CPE inhibition	PMI inhibitors	West Nile virus CPE	Insulin prom up	Large T inhibition	Insulin prom up cell count	human PMI inhibitors
O=C(CNC(=O)c1ccc2c(c1)OCCO2)N/N=C/c1ccc(O)cc1O	1.7	2.3%	-3.2%	0.4%	-4.8%	0.2%	0.06	21.8%	1400	-16.2%
O=[N+]([O-])c1cccc2nc(-c3ccccc3)c(-c3ccccc3)nc12	nt	8.1%	nt	19.7%	nt	-0.5%	nt	1.4%	nt	nt
Cc1cc2ncn(S(=O)(=O)c3ccc(S(=O)(=O)N4CCOCC4)cc3)c2cc1C	1.1	-9.6%	nt	0.6%	7.7%	0.3%	0.27	12.8%	1154	0.2%
CC1CCCC(NC(=O)CCCn2c(=O)[nH]c3cc(Cl)ccc3c2=O)C1C (centres undefined)	1.1	-14.6%	0.2%	2.6%	3.2%	-1.5%	-1.55	13.6%	990	-4.1%
O=C(NC(=S)Nc1cc([N+](=O)[O-])ccc1O)c1ccc2c(c1)OCO2	nt	-4.1%	nt	4.7%	nt	-1.3%	nt	13.2%	nt	nt
Cc1ccc(N(CN2CCCC2=O)C(=O)c2ccccc2)cc1	1.1	-3.2%	1.5%	2.6%	-2.5%	-0.8%	0.4	8.0%	1361	3.6%
C=C(C)COc1ccc(-c2[nH]ncc2Oc2ccccc2OCC)c(O)c1	1	8.5%	10.3%	-4.4%	11.1%	0.4%	2.61	-3.3%	1112	5.7%
CCOc1cc(C(=O)NCc2ccncc2)cc(OCC)c1OCC	1.1	-3.7%	nt	0.2%	4.3%	1.1%	0.08	5.7%	829	0.2%
COCCCn1c(CCC(=O)O)ccc1-c1cccs1	1	5.3%	-2.1%	2.2%	25.0%	0.1%	0.92	9.6%	1193	16.4%
NC(=O)c1ccc(NCCCN2CCOCC2)c([N+](=O)[O-])c1	1	-7.4%	0.2%	1.0%	5.4%	0.6%	0.28	9.4%	1432	5.0%
C#CCSc1nnc(-c2cc3c(C(F)(F)F)nn(C)c3s2)n1C	1.1	7.5%	3.4%	-0.8%	-0.1%	-0.2%	nt	22.1%	nt	-1.2%
Cc1ccc2[nH]c3c(=O)n4c(nc3c2c1)SCC4	1	-3.3%	-16.1%	1.5%	10.8%	-0.5%	-0.44	6.4%	1270	-1.3%
O=C(c1ccccc1CCc1ccccc1)N1CCN(c2ccccn2)CC1	1.1	9.3%	nt	2.3%	5.4%	-0.5%	nt	5.1%	nt	1.3%
Cn1c(=O)oc2cc(S(=O)(=O)N3CCC(C(=O)NCCc4ccccc4)CC3)ccc21	nt	-10.7%	nt	1.2%	nt	0.0%	-0.67	-0.5%	1009	nt
Cc1ccc2c(C)c(C(=O)NCCN3CCCC(O)C3)oc2c1C (centres undefined)	nt	-3.7%	nt	-0.4%	nt	0.4%	nt	8.5%	nt	nt
COc1ccc(CNC(=O)CCC(=O)Nc2nnc(C(C)C)s2)cc1	nt	-8.1%	nt	nt	nt	0.0%	-0.01	10.7%	1169	nt
O=C(CN1C(=O)/C(=C/c2ccc(F)cc2)SC1=S)N1CCN(CCc2ccccn2)CC1	nt	0.5%	nt	1.1%	nt	?	nt	4.3%	nt	nt
CCC(=O)c1cn(CC(=O)Nc2ccc(C)cc2)c2ccccc12	nt	10.1%	nt	-0.6%	nt	-0.5%	nt	3.8%	nt	nt
CC(C(=O)N1CCOCC1)N1C(=O)C2C3CC(C(Br)C3Br)C2C1=O (centres undefined)	1.1	-0.7%	9.8%	-0.3%	-6.8%	0.1%	0.22	16.0%	1266	-0.5%
c1cc(CN2CCN(C3CCCCCC3)CC2)ccn1	1	1.5%	-0.2%	-1.6%	-15.2%	-0.6%	-0.14	-2.0%	1223	-15.7%
C=C(C)COc1ccc(-c2nc(N)ncc2-c2ccc(Cl)cc2)c(O)c1	nt	19.4%	nt	-1.8%	nt	?	nt	1.4%	nt	nt
O=C(Nc1ccccc1)C1CCCN(S(=O)(=O)c2ccc(-n3cnnn3)cc2)C1 (centres undefined)	1	10.2%	-0.5%	2.1%	6.0%	0.3%	0.4	15.3%	848	3.1%
Cc1ccc(S(=O)(=O)c2nc(S(C)(=O)=O)sc2N2CCCCC2C)cc1 (centres undefined)	nt	-3.0%	nt	17.6%	nt	?	nt	11.9%	nt	nt
CCN(CC(=O)Nc1ccccc1C(=O)OC)S(=O)(=O)c1ccccc1	1.1	9.8%	-1.4%	1.4%	-1.3%	-0.3%	0.43	0.7%	1308	-4.5%
N#Cc1ccsc1NC(=O)CCN1CCN(C(c2ccccc2)c2ccccc2)CC1	nt	17.7%	nt	9.0%	nt	0.3%	nt	-5.1%	nt	nt
CSc1nc(-c2ccccc2)nc(NC(=O)c2ccccc2)c1C(C)=O	1	8.5%	-1.2%	5.8%	-1.3%	0.8%	-0.32	5.3%	1217	1.9%
O=C(NC1CCCc2ccccc21)c1ccc(=O)[nH]c1 (centres undefined)	1	7.1%	-1.5%	-0.2%	9.7%	0.7%	1.39	5.8%	1433	5.9%
O=S(=O)(NCc1cccnc1)c1ccc(Cl)c(Cl)c1Cl	1.1	-1.2%	-1.4%	0.2%	-1.0%	-0.2%	0.02	-1.3%	1295	-6.6%
C=C(c1ccc(OC)cc1)c1ccc(OC)cc1	1.1	5.4%	-2.9%	4.9%	-5.2%	nt	0.55	7.3%	977	-6.8%
O=C(O)COCC(=O)NCc1csc2ccccc12	nt	0.9%	nt	3.2%	nt	0.0%	nt	15.1%	nt	nt

# Continued.
canonical_smiles	TNAP activators	PhoP inhibition	ER stress rescue	RSV CPE inhibition	PMI inhibitors	West Nile virus CPE	Insulin prom up	Large T inhibition	Insulin prom up cell count	human PMI inhibitors
O=C(c1ccccc1)N1CCN(C(=S)NCc2ccc3c(c2)OCO3)CC1	1.1	-35.2%	-5.5%	1.2%	1.0%	-0.7%	nt	6.7%	nt	-13.1%
O=[N+]([O-])c1ccccc1S(=O)(=O)N1CCN(c2ccc(F)cc2)CC1	nt	-7.1%	nt	6.8%	nt	-0.3%	nt	5.1%	nt	nt
Cc1cc(C)c(S(=O)(=O)Nc2cnc3ccccc3c2)c(C)c1	nt	1.3%	nt	4.8%	nt	-0.6%	nt	6.8%	nt	nt
C/C(=N\N1C(=O)CSC1=S)c1ccc(Br)cc1	1.2	4.3%	0.4%	2.3%	-1.7%	0.0%	0.96	?	1443	-4.2%
CCOC(=O)c1c(S(=O)(=O)NCC2CCN(Cc3cccc(F)c3)CC2)c(C)n(C)c1C	nt	4.8%	nt	-0.7%	nt	0.1%	nt	4.7%	nt	nt
Cc1c(C)c2c(OCC(=O)N3CCC[C@H]3C(=O)O)cc3c(c2oc1=O)CCC(C)(C)O3	nt	-4.5%	nt	1.0%	nt	-0.6%	nt	3.5%	nt	nt
N/C(=N\OC(=O)c1cccs1)c1ccccc1	1.1	7.1%	-5.7%	1.6%	-0.2%	-0.3%	-0.5	20.3%	1293	-12.7%
O=C(NC(=S)Nc1ccc2[nH]c(=O)[nH]c2c1)c1ccccc1Cl	nt	-1.6%	nt	0.8%	nt	-0.9%	nt	9.8%	nt	nt
COc1ccc(OCCCC(=O)NNC(=O)CCN2CCN(c3ccccc3)CC2)cc1	nt	-3.3%	nt	1.5%	nt	0.8%	nt	5.9%	nt	nt
COC(=O)CNC(=O)/C=C/c1cc(Br)ccc1OC	1.1	-10.7%	-1.2%	1.1%	6.7%	-0.4%	1.17	3.4%	1099	13.3%
O=C(O)/C=C/c1ccc(S(=O)(=O)Nc2ccc(OCc3ccccc3)cc2)cc1	nt	-3.2%	nt	4.2%	nt	0.6%	0.85	1.1%	944	nt
O=C(CN(Cc1ccccc1)C(=O)c1ccc2c(c1)OCCO2)NCc1ccc2c(c1)OCO2	1.2	18.6%	2.6%	0.9%	-2.2%	-0.2%	-0.71	8.9%	1168	-0.3%
CCOC(=O)N1CCN(CCC(=O)Nc2ccc(C)cc2)CC1	1	23.3%	6.3%	-0.1%	14.1%	0.1%	1.04	-6.8%	821	4.6%
CNC(=O)CSc1nc2c([nH]c3ccccc32)c(=O)n1CCOC	1.1	-6.3%	-9.1%	-1.8%	-6.5%	-0.1%	-0.16	7.9%	1400	-10.3%
O=C(Nc1cccc(-c2cnc3ccccc3n2)c1)c1ccco1	1.1	-5.8%	-2.4%	-2.7%	9.0%	0.5%	0.51	1.7%	1220	9.7%
COCc1nnc(NS(=O)(=O)c2ccccc2)s1	1.1	-14.2%	-0.2%	0.7%	-2.0%	-0.2%	-0.33	7.2%	1793	-6.1%
CC(C[N+](C)(C)C)OC(N)=O (centres undefined)	1.1	7.3%&-14.5%	-2.7%	-0.8%	0.8%	0.4%	nt	20.1%&7.3%	nt	-0.3%
CC1CCCN(C(=O)C(=O)c2cn(CC(=O)N3CCCCCC3)c3ccccc23)C1 (centres undefined)	nt	0.3%	nt	3.0%	nt	-0.1%	nt	28.4%	nt	nt
CCOC(=O)N1CCC(NC(=O)CCC(=O)N2CC(C)Oc3ccccc32)CC1 (centres undefined)	1	-11.1%	-1.4%	-0.2%	8.2%	nt	0.18	1.6%	1076	10.7%
COc1ccc(C(=O)/C=C/Nc2ccc(C)cn2)cc1OC	1.1	-1.1%	-2.9%	1.1%	-9.7%	0.1%	nt	2.8%	nt	-6.3%
CCOC(=O)c1oc2c(c1C)C(=O)CCC2	1.1	-12.0%	-2.0%	1.4%	-6.2%	-0.3%	0.3	13.4%	1350	-4.6%
CC(=O)Nc1ccc(N(CC(=O)NCC2CCCO2)C(=O)CCC(=O)Nc2cc(C)on2)cc1 (centres undefined)	nt	-4.3%	nt	0.0%	nt	0.8%	nt	7.9%	nt	nt
CCCCC(SCC(=O)Nc1ccccc1)C(=O)O (centres undefined)	1.2	-14.5%	nt	2.5%	0.7%	0.2%	nt	1.7%	nt	-4.6%
Cn1c(=O)c2c(nc(NCCO)n2CCCc2ccccc2)n(C)c1=O	nt	11.1%	nt	2.7%	nt	-0.8%	nt	3.2%	nt	nt
Cc1ccc(C)c(SCC(=O)Nc2cccc(S(=O)(=O)NC3=NCCCCC3)c2)c1	1.2	-10.2%	9.3%	18.2%	10.1%	0.3%	-0.13	2.2%	1414	15.3%
O=S(=O)(Nc1ccncc1Cl)c1ccc2ccccc2c1	1.1	2.9%	-1.2%	-0.6%	-10.0%	0.2%	0.76	-8.9%	1039	5.0%
Clc1ccccc1-c1nc(-c2ccccc2)n[nH]1	0.1	4.2%	-0.8%	0.8%	1.1%	0.5%	-0.1	15.0%	1642	1.8%
COc1cccc(/C=C/C(=O)OCC(=O)c2c[nH]c3ccccc23)c1OC	1.1	-2.9%	-0.4%	3.2%	18.7%	-0.4%	1.27	3.5%	2260	11.0%
CC(C)(C)NS(=O)(=O)c1ccc(CCC(=O)Nc2cc(Cl)ccc2Oc2ccccc2)cc1	1.1	2.8%	3.1%	10.2%	25.2%	-0.4%	?	2.8%	nt	17.0%

# High-throughput results from PubChem.
